# EPAC1 agonist: qHTS for Agonist of cAMP-regulated guanine nucleotide exchange factor 3 (EPAC1): primary screen. AID 720707, 2013. EPAC1 agonist qHTS, biochemical assay; response scale: 100% = response to 6.5 mM cAMP. 0.073% of 360,000 active. Potency, µM (highest dose often 154 µM), for inactives: at the highest dose activation, hits mostly activators. Rap guanine nucleotide exchange factor 3 (Homo sapiens), O95398; also: potency is read from the fitted curve at half-maximal effect; nearly all actives have a fitted effect of over 60% in size
#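 Fluorescent GDP-exchange assay: 100 nM EPAC1 with 250 nM Rap1B preloaded with BODIPY-GDP and 50 uM GDP; compounds tested as concentration series, 5 min at room temperature, then read every 5 min for 30 min (ex 480/em 540 nm); normalized to 6.5 mM cAMP.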
# WRN inhibitor: qHTS for Inhibitors of WRN Helicase; Bifunctional 3'-5' exonuclease/ATP-dependent helicase WRN (Homo sapiens), Q14191; WRN helicase unwinding, fluorescent forked duplex, kinetic; Potency, µM (series often up to 114 µM), for inactives: top-dose activity change, negative = inhibition, most hits filed as inhibitors; 0.46% of 360,000 active; AID 651768, 2012; also: potency is read from the fitted curve at half-maximal effect; % is scaled to controls: 0 for no effect and ±100 for the full control effect; nearly all actives have a fitted effect of over 55% in size
#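 Screening of the MLSMR collection measured strand separation of a quenched forked DNA duplex (100 nM) by 20 nM WRN with 2 mM ATP, all final. Compounds were preincubated with enzyme 15 min at room temperature.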
# PLK1 PBD inh: qHTS for Inhibitors of PLK1-PDB (polo-like kinase 1 - polo-box domain): Primary Screen | Serine/threonine-protein kinase PLK1 (Homo sapiens), P53350 | Plk1 PBD binding of FITC phosphopeptide, fluorescence polarization | Potency, µM, for inactives: max response, negative = inhibition, usual class: inhibitors | 2.8% of 360,000 active | AID 720504, 2013; also: potency is read from the fitted curve at half-maximal effect; series mostly up to about 57 µM; % is scaled to controls: 0 for no effect and ±100 for the full control effect; nearly all actives have a fitted effect of over 65% in size
# EPAC2 antag: qHTS for Antagonist of cAMP-regulated guanine nucleotide exchange factor 2 (EPAC2): primary screen; EPAC2 GEF exchange of Rap1B-BODIPY-GDP, fluorescence; AID 720708, 2013; Potency, µM (titrated, usually from 114 µM), without a hit: top-dose activity, negative = inhibition, most hits filed as inhibitors; 0.18% of 360,000 active; also: potency is read from the fitted curve at half-maximal effect; % is scaled to controls: 0 for no effect and ±100 for the full control effect; nearly all actives have a fitted effect of over 45% in size; many of its hits are not listed in these tables
# Target sequence (Q8WZA2 whole entry, looked up): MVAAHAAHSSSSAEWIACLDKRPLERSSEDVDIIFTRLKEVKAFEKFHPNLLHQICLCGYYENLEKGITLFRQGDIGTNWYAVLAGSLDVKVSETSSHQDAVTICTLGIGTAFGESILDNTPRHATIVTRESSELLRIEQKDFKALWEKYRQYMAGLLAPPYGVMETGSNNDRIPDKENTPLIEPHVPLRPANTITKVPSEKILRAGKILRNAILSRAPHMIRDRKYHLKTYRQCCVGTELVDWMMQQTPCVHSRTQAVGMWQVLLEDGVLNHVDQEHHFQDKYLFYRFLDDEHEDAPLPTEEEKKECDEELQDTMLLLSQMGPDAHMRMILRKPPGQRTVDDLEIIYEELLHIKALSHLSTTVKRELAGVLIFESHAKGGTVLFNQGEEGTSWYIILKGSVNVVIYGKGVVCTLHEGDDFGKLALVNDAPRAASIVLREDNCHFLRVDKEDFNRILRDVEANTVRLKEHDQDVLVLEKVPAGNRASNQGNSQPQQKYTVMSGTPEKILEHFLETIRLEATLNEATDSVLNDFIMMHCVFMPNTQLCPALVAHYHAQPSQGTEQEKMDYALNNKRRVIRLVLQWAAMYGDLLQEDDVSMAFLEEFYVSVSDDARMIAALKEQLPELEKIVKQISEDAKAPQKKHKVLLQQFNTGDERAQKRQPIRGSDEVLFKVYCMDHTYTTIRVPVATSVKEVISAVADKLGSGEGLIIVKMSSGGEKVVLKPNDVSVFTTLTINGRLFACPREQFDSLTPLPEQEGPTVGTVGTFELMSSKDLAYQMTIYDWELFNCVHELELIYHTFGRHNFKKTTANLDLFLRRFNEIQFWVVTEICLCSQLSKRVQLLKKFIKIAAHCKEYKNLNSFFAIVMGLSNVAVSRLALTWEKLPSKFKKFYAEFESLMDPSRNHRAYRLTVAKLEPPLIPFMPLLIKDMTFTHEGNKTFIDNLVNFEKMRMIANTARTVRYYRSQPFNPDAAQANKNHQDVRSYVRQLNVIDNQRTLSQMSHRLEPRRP
# EPAC1 antagonist: qHTS for Antagonist of cAMP-regulated guanine nucleotide exchange factor 3 (EPAC1): primary screen. Rap guanine nucleotide exchange factor 3 (Homo sapiens), O95398. EPAC1 GEF assay, Rap1b-BODIPY-GDP exchange fluorescence. Potency, µM (highest dose often 115 µM), for inactives: at the highest dose activity change, negative = inhibition, usual class: inhibitors. 0.14% of 360,000 active;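 also: potency is read from the fitted curve at half-maximal effect; plate controls were vehicle for no effect and positive control for full effect; nearly all actives have a fitted effect of over 50% in size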
# CCT chaperon mod: High-Throughput Screening for Modulators of Cytosolic Chaperonin Activity | activity change, % (no concentration beside the values), hits read low | purified chaperonin ATPase assay, HTRF ADP detection, 30 min | 0.3% of 360,000 active; in the data active = activity change below about -30%; also: % is scaled to controls: 0 for no effect and ±100 for the full control effect
#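 We incubate TRiC, 40 or 20 nM final, with library compounds at 76 uM and 10 uM ATP for 30 min at 37 °C. ADP formed is detected with Transcreener HTRF reagents after 30 min at room temperature.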
# Mm-Cpn inhibitor: Inhibitors of TCP-1 ring complex (TRiC) of Methanococcus maripaludis (MmCpn): qHTS; Potency, µM (titrated, usually from 76.9 µM), for the others: at the top dose activity, negative = inhibition, most hits filed as inhibitors; purified Mm-Cpn ATPase, ADP Transcreener TR-FRET; AID 504842, 2011; Chaperonin Mm-Cpn (Methanococcus maripaludis); 0.031% of 330,000 active; also: potency is read from the fitted curve at half-maximal effect; % is scaled to controls: 0 for no effect and ±100 for the full control effect; nearly all actives have a fitted effect of over 80% in size
#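 Eu-cryptate anti-ADP/ADP-d2 competition gives a ratio inversely related to ADP. Enzyme at 25 nM was pre-exposed to compound for 10 min, then given 10 uM ATP for 30 min, 37°C throughout.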
# PI5P4Ka inh: qHTS for Inhibitors of phosphatidylinositol 5-phosphate 4-kinase (PI5P4K) | AID 652105, 2013 | 1.2% of 330,000 active | Phosphatidylinositol 5-phosphate 4-kinase type-2 alpha (Homo sapiens), P48426 | PI5P4Kalpha enzyme, ADP-Glo luminescence, 60 min; hits give low values | max response, %; active = max response of -50% or lower; inconclusive = between -30% and -50%; inactive = -30% or higher; also: value at the top dose of about 77 µM; % is scaled to controls: 0 for no effect and ±100 for the full control effect
#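 Compounds were pin-transferred onto PI5P4Kalpha and substrate in HEPES pH 7.4 buffer with EGTA, CHAPS and 5% DMSO. ATP (5 microM final) started the reaction, which ran 60 minutes at room temperature before ADP-Glo detection.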
# * marks the source's active call; other numbers are inactive results; ? = inconclusive; . = not tested or not shown; [ ] = remark or other dose. Unless noted, calls follow the shape of the dose curve; as a rule, active = well fitted curve in the direction sought with a large enough effect; inconclusive = small, poorly fitted or top-dose-only effect, or another doubt; inactive = no such curve, though single readings can be large; an effect the other way counts as inactive or inconclusive.
# Values run as follows: EPAC1 agonist | WRN inhibitor | PLK1 PBD inh | EPAC2 antag | EPAC1 antagonist | CCT chaperon mod | Mm-Cpn inhibitor | PI5P4Ka inh
> CCOc1ccccc1N=C1SC(CC(=O)Nc2ccc(OC)cc2OC)C(=O)N1CCC1=CCCCC1 (centres undefined)
 : 7.1% | -4.1% | -4.8% | -1.1% | -12.9% | -1.1 | -4.8% | -3.6
> O=C(NCc1ccco1)c1cccc(S(=O)(=O)N2CCOCC2)c1
 : 0.6% | 2.1% | -8.4% | 3.9% | -1.3% | -1.3 | 0.4% | .
> O=C(O)C1CCCCC1C(=O)NCCCN1CCCC1=O (centres undefined)
 : -12.8% | 2.3% | 2.2% | -1.8% | 15.5% | 1.0 | -3.9% | 0.0
> COc1ccccc1N1CCN(C2CCCN(Cc3ccc(Cl)cc3)C2)CC1 (centres undefined)
 : 0.4% | 2.1% | -14.6% | 12.1% | -6.3% | 1.0 | 1.0% | 3.6
> Cc1cc(C)c2c(n1)SCC(=O)N2CC(=O)Nc1cccc(Cl)c1
 : -8.0% | 7.6% | -2.4% | 0.3% | 4.2% | -1.4 | 1.5% | 1.9
> Cc1nc(-c2ccc(Cl)cc2)sc1C1(C)CC(c2cccc([N+](=O)[O-])c2)=NO1 (centres undefined)
 : -15.8% | -3.4% | -3.4% | 1.4% | -0.2% | -3.5 | 1.3% | 6.0
> CCC(C)N(C(=O)Cn1nnc(-c2ccc(F)cc2)n1)C1CCS(=O)(=O)C1 (centres undefined)
 : -4.2% | 1.7% | -5.9% | -4.5% | -20.7% | -2.1 | -29.4% | -3.3
> CCc1ccc(Cn2nnc(C(=O)Nc3cccc(C)c3)c2N)cc1
 : -4.6% | -0.1% | -12.6% | 0.3% | ? | -0.9 | 2.0% | 6.8
> Cc1ccccc1NC(=O)CSc1nnc2ccc(-c3cccnc3)nn12
 : 2.4% | -1.7% | -11.8% | 6.4% | -0.2% | -1.2 | -3.6% | 1.2
> O=C(NCc1ccc2c(c1)OCO2)c1cccc2c1C(=O)N(C1CCCCC1)C2
 : 4.9% | -0.9% | -6.0% | 5.0% | -2.4% | 1.3 | 1.7% | -0.1
> O=C(c1cc(-c2ccc(Cl)cc2)n(-c2ccc(Cl)cc2)n1)N1CCOCC1
 : -0.4% | -0.5% | 10.3% | -25.2% | -1.2% | 0.9 | -2.6% | -0.8
> COCCOc1cc(COC)nc(-c2cccc(C)c2)n1
 : -1.5% | -0.7% | -9.3% | -10.7% | -1.1% | -0.4 | -0.9% | -5.9
> O=C(O)c1nc(-c2ccccc2)n(-c2ccc(Cl)cc2)n1
 : 2.6% | -23.7% | 2.7% | 3.4% | -1.3% | 1.7 | -0.3% | -2.9
> N/C(=N/OCc1cccc([N+](=O)[O-])c1)c1nonc1N
 : 6.0% | 8.9% | -10.4% | -0.1% | 1.7% | -0.1 | -0.6% | 3.4
> CS(=O)(=O)N1CCN(C/C=C/c2ccccc2)CC1
 : -6.1% | -5.2% | -6.0% | -3.9% | -10.1% | -6.0 | 0.9% | 0.2
> Cc1cc(Br)ccc1NC(=O)C1CCCO1 (centres undefined)
 : 10.4% | -3.9% | -11.9% | -2.4% | 15.8% | -0.1 | 1.5% | .
> Cc1cccc(C(=O)N/N=C/c2ccc[nH]2)c1
 : -0.6% | -5.1% | -16.8% | -7.7% | -18.1% | -2.9 | 0.5% | -14.3
> Oc1ccc(-c2nc3ccccc3nc2-c2ccc(O)cc2O)c(O)c1
 : 8.5% | -4.4% | -1.7% | 1.0% | -8.2% | -0.4 | . | -22.1
> COc1ccc(NC(=O)Cc2nnc(SCC(=O)Nc3nccs3)n2C)cc1
 : -0.4% | -30.1% | -3.6% | ? | ? | 0.4 | -0.7% | -1.9
> CCCCOc1ccc(CONS(=O)(=O)c2ccc(NC(C)=O)cc2)cc1Cl
 : -3.6% | -21.8% | -12.2% | ? | ? | -2.5 | 3.9% | 20.5
> NC(=O)NOCc1ccc(F)cc1Cl
 : 5.3% | 2.9% | -0.7% | 10.1% | -4.7% | -2.0 | 0.5% | -6.5
> O=C(O)C1CCCCC1C(=O)NCc1ccc(Cl)c(Cl)c1 (centres undefined)
 : 5.0% | -2.5% | 29.9µM* | 1.3% | -28.1% | 0.7 | 1.9% | -5.1
> CCOc1cccc(OCCCCn2ccnc2)c1
 : -4.8% | 5.8% | -6.1% | -0.9% | 0.0% | 0.6 | 0.2% | -4.8
> COc1ccc(NC(=O)c2cccc(NC(=O)c3ccccc3)c2)cc1
 : -0.9% | -13.2% | -10.0% | -20.9% | ? | 0.2 | -1.7% | -0.5
> O=C1/C(=C\c2cc(Cl)c(O)c(Cl)c2)SC(=S)N1Cc1ccccc1
 : -8.2% | 11.2µM* | -1.2% | 91.9%[activator] | 269.9%[activator] | -1.8 | 0.2% | -102.0*
> CCCn1c(CCNc2nc(-c3ccc(OC)cc3)cs2)nc2ccccc21
 : -11.1% | 7.4% | -5.3% | 0.1% | -13.3% | 1.5 | -9.9% | -1.4
> CCc1ccc(C(=O)NNc2ccc(Cl)cc2)cc1
 : -14.7% | 5.3% | -4.8% | 10.9% | 5.8% | 0.6 | -0.4% | -4.9
> Cc1ccc(Cn2c(=O)c3cccnc3n(CC(=O)Nc3cccc(C(F)(F)F)c3)c2=O)cc1
 : -10.5% | 0.2% | -15.1% | -8.7% | -13.8% | -1.5 | -13.9% | 8.1
> Nc1ccccc1SCC(=O)N1CCc2ccccc21
 : 0.9% | -19.4% | -3.6% | -3.7% | -19.2% | 0.4 | 2.1% | 5.9
> COc1ccc(-c2ccc(/C=N/NC(=O)c3cccnc3)o2)c([N+](=O)[O-])c1
 : -7.3% | -8.9% | -4.0% | -17.0% | 0.7% | 1.2 | -1.1% | -7.6
> O=C(NNc1c(Cl)cccc1Cl)c1sccc1Cl
 : -3.7% | -31.0% | -3.5% | 10.4% | 14.5% | -1.1 | 1.2% | 5.6
> Cc1cccc2sc(NC(=O)CN(C)S(=O)(=O)c3ccc(Br)s3)nc12
 : ? | -9.4% | -0.8% | -1.3% | -20.6% | -1.8 | 0.3% | 10.4
> CCOc1ccc(NC(=S)Nc2ccc(OCc3ccccc3)cc2)cc1
 : 0.0% | -27.5%[57.1 µM] | 1.3% | 3.9% | 14.1% | -1.3 | -1.8% | 1.4
> O=C1Nc2ccccc2N=C(c2ccccc2)C1Br (centres undefined)
 : 0.9% | -3.7% | 7.7% | -24.9% | -8.7% | 0.8 | 1.2% | -1.5
> COC(=O)C1CCN(S(=O)(=O)c2c[nH]c(=O)[nH]c2=O)CC1
 : 2.1% | 9.2% | -13.8% | -1.9% | -0.7% | -0.3 | . | -8.1
> O=C1c2cccc3cccc(c23)C(=O)N1Cc1ccccn1
 : 12.9% | 15.6% | -8.8% | 0.3% | 2.3% | -0.2 | . | -6.9
> CCOC(=O)c1oc2ccccc2c1NC(=O)COC
 : 9.0% | 1.1% | -9.8% | 1.0% | -2.0% | -1.6 | 0.8% | .
> CC(C)c1ccc(-c2nc(N3CCCCC3)[nH]c(=O)c2C#N)cc1
 : 3.1% | 7.1% | -10.8% | 2.0% | -0.8% | -1.0 | 0.3% | 1.4
> NC(COCc1ccccc1)c1csc(Nc2cc(Oc3ccccc3)ncn2)n1 (centres undefined)
 : 0.1% | -0.4% | 2.8% | 3.3% | 9.0% | 0.9 | . | 0.2
> O=C(O)c1ccccc1C(=O)NCCc1c(C(=O)O)[nH]c2ccc(Cl)cc12
 : -7.3% | 1.3% | -11.8% | 1.9% | 10.6% | -4.4 | -1.7% | -26.9
> CN1CCN(C(=O)c2cccc(S(=O)(=O)N3CCCC3)c2)CC1
 : 22.4% | -0.3% | -5.3% | 9.3% | 11.2% | -0.8 | 2.0% | -0.8
> COc1ccc(NC(=O)CN(C)C(=O)CCCN2C(=O)c3cccc4cccc(c34)C2=O)cc1
 : 0.6% | 3.4% | -13.2% | -17.7% | -8.2% | -1.7 | -0.4% | 0.9
> Cc1sc2nc(CN(Cc3cccs3)C(=O)C3CC3)[nH]c(=O)c2c1C
 : 11.0% | -4.8% | 19.5% | -20.2% | 1.1% | 0.7 | -7.8% | -2.0
> COCCCNC(=O)COc1ccc2oc3c(c2c1)CCCC3
 : 5.3% | -4.9% | -0.3% | -0.5% | 0.8% | -2.8 | -1.6% | -0.5
> Cc1ccc(N(C(=O)c2csnn2)C(C(=O)NC2CCCC2)c2ccccn2)cc1 (centres undefined)
 : -4.2% | -0.8% | -1.5% | 1.5% | 2.7% | -3.8 | 0.4% | 6.1
> CC(C)C[C@H](NC(=O)c1nc[nH]c1C(=O)N1CCN(C(=O)OC(C)(C)C)CC1)C(=O)OCc1ccccc1
 : -12.7% | -2.8% | -7.2% | -16.7% | -11.2% | -1.0 | . | -1.0
> Clc1cc(Br)ccc1OCCCNCc1ccccc1
 : -5.7% | -33.7%[57.1 µM] | -3.5% | 0.2% | -10.3% | -2.5 | 0.1% | 21.4
> CCn1c(SCC(=O)NCC2CCCO2)nnc1-c1ccc(S(=O)(=O)N2CCN(C)CC2)cc1 (centres undefined)
 : -1.5% | 0.0% | -5.0% | 6.2% | 2.2% | -4.9 | 3.2% | -3.7
> O=C(N=Nc1c(O)[nH]c2ccc(Br)cc12)c1cc(-c2cccc3ccccc23)n[nH]1
 : 0.9% | 1.9% | 2.2% | 6.3% | 10.5% | -0.4 | -0.1% | ?
> NS(=O)(=O)CCCc1ccccc1
 : -9.7% | -9.2% | -15.0% | 12.8% | 14.0% | 1.6 | -0.5% | 2.8
> CCOC(=O)c1ccc[n+](CC(=O)c2ccccc2)c1
 : -7.2% | 2.3% | 0.0% | 6.4% | -3.0% | -14.2 | -11.7% | -1.4
> CCCCCCCCN1C(=O)[C@H](CC(=O)NCc2cccc3ccccc23)C[C@@]2(C(=O)OCC)CCC=C12
 : -13.4% | -11.1% | -7.2% | -10.3% | -22.3% | . | . | 12.3

# Screening results: PubChem BioAssay, National Center for Advancing Translational Sciences (NCATS)

# A portion of the library. The share of hits here may be higher or lower than overall.
